S-ASM inh: blocks human secretory acid sphingomyelinase; placental ASM, HMU-PC fluorogenic substrate, 60 min; Potency, µM (doses to about 57.5 µM), without a hit: top-dose activity change, negative = inhibition, actives largely listed as inhibitors; 340,000 compounds, 0.006% hits; AID 504937; note: potency is the fitted concentration of half-maximal effect
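Fluorogenic HMU-PC substrate (9 uM final) is turned over by placental ASM in 60 min at 37 C after a 10 min compound preincubation. Reaction ended by alkaline stop (pH 10), with fluorescence read at 386/447 nm.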
A-T KAP1 phos: candidate therapy for ataxia-telangiectasia. […] A-T fibroblasts, KAP-1 phosphorylation AlphaLISA; neocarzinostatin DNA damage 30 min before lysis. AID 485349. 320,000 compounds, 0.19% hits. Potency, µM (titrated, usually from 57.5 µM), for the others: top-dose activation, usual class: activators; note: potency is the fitted concentration of half-maximal effect; % of control where 0% means no effect; nearly all actives have a fitted effect of over 45% in size
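hTERT-immortalized A-T patient fibroblasts ([…]), 500 cells/well in OPTI-MEM, 1% FBS, got compounds for 60 min, then NCS for 30 min at 37C. Lysates were then assayed for phospho-KAP-1 by AlphaLISA (anti-pKAP1 donor, anti-KAP1 acceptor beads), 6 hr at 25C.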
KCNH2 3.1 block: blocks the human KCNH2 3.1 channel isoform | U2OS KCNH2 3.1, thallium flux FluxOr; hits give low values | 340,000 compounds, 0.95% hits | activity change, % (tested at about 1.8 µM) | AID 720553;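 active = maximum activity change below -70%; inconclusive = maximum activity change from -70% to -50%; inactive = maximum activity change above -50%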;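 note: thallium influx rate constant from kinetic fluorescence after stimulation buffer; % is set by controls: 0 for no effect and ±100 for the full control effect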
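Kinetic fluorescence (2 min after stimulation buffer) measures Tl+ influx through KCNH2 3.1 expressed by viral transduction in U2OS cells; the rate constant is normalized against DMSO controls serving as positive and negative references.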
TRPV1 ag: agonists of human vanilloid receptor 1 (TRPV1); TRPV1-expressing cells, Fluo-8 calcium influx, agonist mode; activation, % at 8.33 µM; 320,000 compounds, 0.19% hits; in the data active = activation above about 80%; inconclusive = between about 30% and that limit; note: 0% is about no effect
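Fluo-8 calcium influx in TRPV1-expressing cells, kinetic read (ex 480/em 520 nm). Compound added and read 3 min for agonist activity, followed by capsaicin at EC20 final and 2 min further read for enhancement.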
hERG WT inh: blocks the wildtype human KCNH2 potassium channel; Q12809; U2OS, BacMam KCNH2, thallium flux FluxOr; hits give low values; activity change, % at 1.84 µM; 340,000 compounds, 0.37% hits; AID 720551;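 active = maximum activity change below -70%; inconclusive = maximum activity change between -70% and -50%; inactive = maximum activity change above -50%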; note: % is set by controls: 0 for no effect and ±100 for the full control effect
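U2OS cells transduced with wild-type KCNH2 virus are loaded with FluxOr dye for 45 min, and thallium flux is measured in kinetic reads before and after stimulation buffer. Rate constants are normalized to DMSO controls.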
Coupling enz: counter-screen for Giardia aldolase inhibitors: coupling enzyme system | coupling enzyme system counterscreen, AmpLite Red fluorescence | activity change, negative = inhibition, % at 58.2 µM, hits read low | 290,000 compounds, 0.67% hits | AID 2472; in the data active = activity change below about -30%; note: % is set by controls: 0 for no effect and ±100 for the full control effect
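Counterscreen lacking aldolase: glyceraldehyde-3-phosphate coupling-enzyme reagent preincubated 10 min at RT with compound (at 57.5 uM final), then substrate/coupling system with AmpLite Red added; fluorescence read at 525/598 nm after 20 min RT.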
MBNL1-CUG inh: MBNL1-poly(CUG) RNA binding inhibition; 280,000 compounds, 0.036% hits; Potency, µM (highest dose often 57.5 µM), without a hit: at the highest dose activity change, negative = inhibition, usual class: inhibitors; TR-FRET MBNL1-His/biotin-(CUG)12 binding, 665/545 ratio; Q9NR56; AID 2675; active = well fitted inhibition curve with a large enough effect in the signal ratio, with a control signal flat, not every such curve was filed as active; inconclusive = small, poorly fitted or top-dose-only effect, or effect the other way, or a change in a side signal; inactive = no such curve, though single readings can be large or run the other way; the % refers to the signal ratio; note: potency is the fitted concentration of half-maximal effect; % is set by controls: 0 for no effect and ±100 for the full control effect
Target sequence (Q9NR56 whole entry, looked up): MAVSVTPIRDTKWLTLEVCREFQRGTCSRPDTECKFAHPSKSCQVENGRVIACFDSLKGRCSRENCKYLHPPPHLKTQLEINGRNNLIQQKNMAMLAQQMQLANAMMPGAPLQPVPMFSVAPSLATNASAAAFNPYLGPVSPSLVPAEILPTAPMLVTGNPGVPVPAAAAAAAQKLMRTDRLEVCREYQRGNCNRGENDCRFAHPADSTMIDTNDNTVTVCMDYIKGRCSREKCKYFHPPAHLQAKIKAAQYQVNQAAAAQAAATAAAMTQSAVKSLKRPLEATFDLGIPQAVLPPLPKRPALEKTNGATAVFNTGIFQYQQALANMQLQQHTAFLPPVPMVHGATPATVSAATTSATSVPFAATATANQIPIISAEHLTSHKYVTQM
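His-tagged MBNL1 binding to biotinylated (CUG)12 RNA was measured by TR-FRET using terbium anti-His antibody (0.055 ng/ul final) and streptavidin-XL665 (5 nM final). Compounds were titrated 92 nM to 58 uM; 60 min at room temperature.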
a7 integrin act: activators of alpha7 integrin expression for muscular dystrophy. 350,000 compounds, 0.064% hits. Potency, µM (titrated, usually from 38.3 µM), inactives show at the top dose activation, usual class: activators. alpha7betagal myoblasts, beta-gal FDG fluorescence, 48 h;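 note: potency is the fitted concentration of half-maximal effect; 100% = response of the positive control SU9516; nearly all actives have a fitted effect of over 60% in size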
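Alpha7betagal+/- myoblasts (passage 13) were plated 16-24 hr, then exposed to compounds (1:260 dilution of DMSO stock) for 48 hours at 37C. After MPER lysis, β-galactosidase reporter activity was read as FDG fluorescence (ex 480/em 540) after 30 minutes.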
GALK inh: blocks human galactokinase activity; 270,000 compounds, 0.007% hits; Potency, µM (top dose mostly 57.5 µM), for the others: top-dose activity change, negative = inhibition, most hits filed as inhibitors; Purified GALK, Kinase-Glo residual ATP luminescence; AID 1868; P51570; note: potency is the fitted concentration of half-maximal effect; % is set by controls: 0 for no effect and ±100 for the full control effect
Target sequence (P51570 whole entry, looked up): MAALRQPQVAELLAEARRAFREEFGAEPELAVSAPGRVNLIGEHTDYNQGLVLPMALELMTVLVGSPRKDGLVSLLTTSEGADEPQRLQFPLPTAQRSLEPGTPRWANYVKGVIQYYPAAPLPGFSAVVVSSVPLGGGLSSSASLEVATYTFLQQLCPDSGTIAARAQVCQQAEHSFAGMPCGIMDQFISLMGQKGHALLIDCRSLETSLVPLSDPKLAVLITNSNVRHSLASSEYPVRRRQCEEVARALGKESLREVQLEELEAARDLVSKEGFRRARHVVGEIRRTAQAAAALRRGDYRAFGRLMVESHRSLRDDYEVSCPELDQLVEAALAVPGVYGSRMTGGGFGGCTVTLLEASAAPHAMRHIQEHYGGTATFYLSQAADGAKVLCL
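GALK at 5 nM final was combined with compound, 35 uM ATP and 100 uM galactose in HEPES pH8.0 with MgCl2 and DTT. The reaction ran one hour at room temperature before luminescent ATP detection.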
MLL CXXC-DNA inh: inhibitors of human MLL CXXC domain-DNA interaction. Q03164. Potency, µM (top dose mostly 115 µM), for the others: at the top dose activity change, negative = inhibition, most hits filed as inhibitors. 290,000 compounds, 0.037% hits. MLL-CXXC / FITC-HOXA9 DNA fluorescence polarization; active = well fitted inhibition curve with a large enough effect in the polarisation, with a control signal flat, not every such curve was filed as active; inconclusive = small, poorly fitted or top-dose-only effect, or effect the other way, or a change in a side signal; inactive = no such curve, though single readings can be large or run the other way; the % refers to the polarisation; note: potency is the fitted concentration of half-maximal effect
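Fluorescence polarization: 7 uM MLL-CXXC (stock) preincubated 5 min with compounds, then 50 nM fluorescein-HOX-A9 DNA (stock) added; 30 min ambient. Buffer 50 mM Tris-HCl pH 7.5, 50 mM NaCl, 1 mM DTT, 0.05% BSA.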
Active calls of the source: *; ? = inconclusive; · = no result given; [ ] = another dose, or the depositor's remark. Unless noted, calls come from the whole dose curve; as a rule, active = well fitted curve in the direction sought with a large enough effect; inconclusive = small, poorly fitted or top-dose-only effect, or another doubt; inactive = no such curve, though single readings can be large; an effect the other way counts as inactive or inconclusive.

SMILES | S-ASM inh | A-T KAP1 phos | KCNH2 3.1 block | TRPV1 ag | hERG WT inh | Coupling enz | MBNL1-CUG inh | a7 integrin act | GALK inh | MLL CXXC-DNA inh
Cc1cccc(NC(=O)C2CCN(c3ncnc4c3nc3n4CCCCC3)CC2)n1 | 3% | -3% | 2 | -3 | 14 | 1 | -4% | -28% | 8% | -17%
COc1ccc(N2C(=O)CC(Cc3ccccc3OC)C2=O)cc1 (stereo not given) | 2% | 0% | 9 | -1 | -3 | 0 | -8% | 8% | 0% | 2%
CC(C)=CCN1CCN(Cc2nc(-c3ccc(F)cc3)cs2)CC1CCO (stereo not given) | 6% | 1% | -24 | 5 | 26 | 0 | -6% | 14% | -2% | 17%
CCN(C[C@H]1N[C@@](C)(C(=O)OC)[C@H]2C(=O)N(C)C(=O)[C@@H]12)C(=O)c1ccc(F)cc1 | 2% | 2% | -13 | · | 4 | · | · | 13% | · | ·
Cc1ccc(/C(N)=N/OC(=O)CCC2CCCCC2)cc1 | 0% | 1% | 24 | 3 | -7 | 3 | -3% | -7% | 0% | -8%
CN(C(=O)c1ccc(NC(=O)Cc2ccc(NC(=O)C3CCN(C(=O)C4CCCCC4)CC3)cc2)cc1)C1CC1 | -2% | -4% | -7 | -1 | 3 | · | · | 16% | · | ·
O=C(NCc1cccnc1)c1sc2ccccc2c1Cl | -2% | -2% | 13 | -2 | 2 | 1 | 8% | 14% | -1% | 13%
N#CC(C#N)=Cc1ccc(NC(=O)c2ccc(Br)cc2)cc1 | 10% | 6% | 14 | 113* | 2 | -5 | -6% | 5% | -1% | -9%
OCC[C@H]1C[C@@H](O)[C@H](O)[C@@]2(CCc3ccccc3CO2)O1 | 7% | 7% | -10 | -2 | 1 | · | · | 13% | · | ·
CC1(C)CC(=O)c2sc(NC(=O)C3CC3)nc2C1 | 37%[activator] | 10% | 7 | 10 | 13 | 3 | 35%[activator] | -15% | 1% | 14%
Cc1ccc2cc3cc(C(=O)NCCN4CCOCC4)oc3nc2c1 | -3% | -1% | 4 | -1 | 8 | -1 | ? | 20% | -2% | -3%
COc1ccccc1CNS(=O)(=O)c1ccc2c(c1)oc(=O)n2C | 4% | 10% | -37 | 3 | 32 | 0 | 8% | 24% | 0% | 2%
CS(=O)(=O)N1CCN(c2ccc([N+](=O)[O-])c3cccnc23)CC1 | -5% | -27% | -5 | -2 | -5 | -8 | ? | 3% | -2% | 0%
O=C(Nc1ccc(S(=O)(=O)N2CCOCC2)cc1)c1ccc([N+](=O)[O-])cc1Cl | -7% | 2% | 4 | 16 | 3 | 1 | ? | -45%[inhibitor] | -2% | 9%
O=S(=O)(Nc1cccc(-c2cn3cccnc3n2)c1)c1ccc(Cl)cc1 | -4% | 6% | -17 | 1 | -5 | -1 | ? | 17% | -2% | 0%
COc1ccc(OC)c(S(=O)(=O)Nc2ccc(OCC(=O)O)cc2)c1 | -2% | 9% | -3 | 4 | -1 | 10 | -1% | 11% | 1% | -7%
CC1CN(C2CCN(C(=O)COc3ccc(Cl)cc3)CC2)CC(C)O1 (stereo not given) | 0% | 1% | · | -7 | 5 | -3 | -5% | -25% | -2% | -9%
Cc1ccc2c(C)nc(N/C(N)=N/S(=O)(=O)c3ccccc3)nc2c1 | · | -31% | 9 | 6 | -2 | · | 6% | 17% | 3% | 9%
CCC(=O)NCc1nc2ccccc2n1Cc1ccccc1F | -2% | -1% | 15 | -3 | 1 | 4 | -15% | 6% | 1% | -2%
CC(=O)n1cc([C@H]2C=C(C(N)=O)O[C@@H](OCc3ccc(CO)cc3)C2)c2ccccc21 | 0% | · | 3 | · | 13 | · | · | 8% | · | ·
COc1ccccc1NC(=O)CCCCC(=O)Nc1ccccc1OC | 4% | 6% | -1 | 1 | 1 | 0 | -4% | 0% | 5% | -7%
NC(=O)c1nsc(C(=O)N(c2cccc(F)c2)C(C(=O)NCC2CCCO2)c2c[nH]c3ccccc23)c1N (stereo not given) | 94%[activator] | 5% | 1 | 2 | 4 | -6 | ? | -3% | 4% | 6%
COc1ccc(CCNC(=O)c2ccco2)cc1OC | 1% | -3%[11.5 µM] | 13 | 0 | -2 | 1 | 4% | 0% | 1% | -9%
CC[C@]12C(=O)N(C)C[C@H]([C@@H]3C(=O)N(Cc4ccccc4)C(=O)[C@@H]31)N2C(=O)c1ccc(F)cc1 | 4% | · | -9 | · | -5 | · | · | -6% | · | ·
COc1ccc(/C=N/NC(=O)CNC(=O)C2COc3ccccc3O2)cc1OC (stereo not given) | -5% | -3% | -2 | -4 | -2 | 3 | 6% | -9% | -1% | 4%
O=C(CNC(=O)c1cccc([N+](=O)[O-])c1)NC1CCCc2ccccc21 (stereo not given) | 3% | 4% | -14 | 0 | -3 | · | · | 10% | · | ·
O=C(NC(=S)Nc1ccc(N2CCOCC2)cc1)c1ccco1 | 5% | -8% | 0 | 0 | -1 | -2 | · | 5% | 2% | ?
Cc1cc([N+](=O)[O-])cnc1NC(C)c1ccccc1 (stereo not given) | -3% | 3% | -3 | -2 | -2 | -6 | ? | ? | 2% | 4%
CN(C)S(=O)(=O)c1cccc(C(=O)NCC(=O)NC2CCN(Cc3ccccc3)CC2)c1 | 8% | 21% | 5 | -1 | -7 | -1 | -11% | -6% | 11% | 2%
CC(=O)N1N=C(c2cccc(Br)c2)OC12CCCC2 | -1% | 1% | 6 | 1 | -13 | 1 | -1% | -7% | 0% | -3%

The final 2 records of the part before lead into the next.
SMILES | S-ASM inh | A-T KAP1 phos | KCNH2 3.1 block | TRPV1 ag | hERG WT inh | Coupling enz | MBNL1-CUG inh | a7 integrin act | GALK inh | MLL CXXC-DNA inh
CN(C)S(=O)(=O)c1cccc(C(=O)NCC(=O)NC2CCN(Cc3ccccc3)CC2)c1 | 8% | 21% | 5 | -1 | -7 | -1 | -11% | -6% | 11% | 2%
CC(=O)N1N=C(c2cccc(Br)c2)OC12CCCC2 | -1% | 1% | 6 | 1 | -13 | 1 | -1% | -7% | 0% | -3%
O=C(COC(=O)c1ccc2c(c1)C(=O)N(Cc1ccncc1)C2=O)Nc1cccc2ccccc12 | 7% | 1% | 23 | 2 | -1 | 2 | 8% | ? | 2% | 12%
CCN(CC)S(=O)(=O)c1ccc(NC2c3ncccc3C(=O)N2Cc2ccccc2)cc1 (stereo not given) | -3% | 1% | -12 | 17 | -21 | 0 | -5% | -8% | 3% | -6%
Cc1cc(C)cc(N(C(=O)C2CCCC2)C2C=CS(=O)(=O)C2)c1 (stereo not given) | 7% | 2% | -6 | 2 | 7 | 2 | 11% | -18% | · | 0%
CN(C)C(=O)CCc1ccc2c3c([nH]c2c1)[C@]1(C)[C@@H](C(=O)N2CCOCC2)C[C@H](CC(=O)NCc2cccc(C(F)(F)F)c2)C(=O)N1CC3 | 2% | 0% | 1 | · | 10 | · | · | 6% | · | ·
COc1cc(C(=O)Nc2ccc3c(c2)OCCO3)c(-n2cnnn2)cc1OC | 3% | 14% | -6 | -2 | 0 | 0 | 1% | 18% | 2% | 7%
CCCCOC(=O)CCc1nc2ccccc2[nH]1 | 0% | · | 1 | 12 | -10 | 4 | 3% | -1% | 2% | 0%
O=C(CSC1=NC(=O)C(c2ccccc2)C(=O)N1)Nc1ccccc1Cl (stereo not given) | -1% | -1% | 30 | 0 | -7 | 8 | -1% | 1% | 2% | -4%
Cc1ccc(C(=O)COc2ccccc2C(=O)Nc2ccccc2)cc1 | -8% | -1% | -6 | 19 | -1 | -3 | -8% | -24% | -1% | 5%
CC(OC(=O)CCc1nc2ccccc2[nH]c1=O)c1ccccc1 (stereo not given) | 2% | -3% | -7 | 13 | -2 | -5 | 6% | -22% | 3% | -8%
COc1ccc(C(=O)NCC(=O)N2CCc3ccccc3C2)cc1 | 1% | 4% | 18 | -7 | 1 | -4 | 1% | -17% | 12% | -3%
Clc1cccc(CSc2nnc(-c3ccccn3)n2Cc2ccco2)c1 | -2% | 7% | -27 | 20 | -2 | 0 | 7% | -4% | 3% | 0%
Cc1ccc(C)c(OCC(=O)NNC(=O)C2CC2)c1 | 1% | 1% | 18 | 4 | 0 | · | -4% | 8% | -2% | 9%
CCCc1cc(N2CCCC(C(=O)Nc3c(OC)cccc3OC)C2)n2ncnc2n1 (stereo not given) | 0% | 2% | 2 | 4 | 10 | -2 | 1% | 19% | 0% | 2%
O=C(CN1CCOCC1)NNc1c2ccccc2nc2ccccc12 | 4% | -1% | -19 | 0 | 13 | 3 | ? | 17% | 5% | -4%
CC(C)NC(=O)c1ccc2c(c1)N(CC(=O)NC1CCCCC1)C(=O)C(C)(C)O2 | 2% | -1% | -1 | -1 | -20 | 2 | -6% | -24% | 15% | 12%

Compound activity from PubChem.

Rows are unselected. Share with any hit: about 2%.
